# High-throughput results (PubChem)
# D2 potentiator – HTS Assay for Positive Allosteric Modulators of the Human D2 Dopamine Receptor: Primary Screen for Potentiators; AID 485347, 2010; D(2) dopamine receptor (Homo sapiens), P14416; HEK293 T-REx D2, calcium flux, EC20 dopamine potentiation; actives 0.34% (n = 340,000); potentiation, % at 10 µM;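 active means potentiation over 3 SD above the plate norm, cut at about 30% in these data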; further: 0% is about no effect
#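 Tetracycline-induced Hek293 Trex D2 cells, force-coupled to calcium, loaded with no-wash calcium dye. Compound added with 180 s kinetic read for agonism, then EC20 dopamine and a further 180 s read for potentiation.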
# Vif-APOBEC3G blk – qHTS for Inhibitors of Vif-A3G Interactions: qHTS; HeLa A3G-eYFP + Vif (tagged APOBEC3G with the HIV-1 protein that degrades it), YFP fluorescence, overnight; Potency, µM (top dose mostly 46.1 µM), without a hit: at the top dose activity, negative = active, actives largely listed as inhibitors; actives 0.076% (n = 410,000); AID 602310, 2012;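 further: potency means the concentration at half of the fitted maximal effect; on the % scale 0 is the no-effect control and ±100 the full control effect; nearly all actives have a fitted effect of over 60% in size; hits raise eYFP signal because A3G escapes Vif-driven loss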
#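 HeLa cells stably expressing Vif and C-terminally eYFP-tagged A3G, seeded overnight at 37 deg C, then exposed to compound by pintool overnight at 37 deg C. Rise in yellow fluorescence (Ex 488/Em 500-530, Acumen) marks blocked Vif-driven A3G degradation.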
# Vif-A3F inh – qHTS for Inhibitors of Vif-A3F Interactions: qHTS; HeLa A3F-eYFP + Vif (tagged APOBEC3F with the HIV-1 protein that degrades it), YFP fluorescence increase; Potency, µM (doses to about 46.1 µM), without a hit: top-dose activity, negative = active; actives 0.2% (n = 390,000); AID 602313, 2012; further: potency means the concentration at half of the fitted maximal effect; % of control where 0% means no effect; nearly all actives have a fitted effect of over 65% in size
#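 HeLa cells stably expressing Vif plus C-terminally eYFP-tagged A3F were seeded, incubated overnight at 37 deg C, dosed with compound, incubated overnight again at 37 deg C. Yellow fluorescence (Ex 488/Em 500-530) reported blocked Vif-mediated A3F-eYFP degradation.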
# GRP78 ERSR act – qHTS for Inducers of the Endoplasmic Reticulum Stress Response (ERSR) in Human Glioma: qHTS. Potency, µM, for inactives: at the highest dose activation, actives largely listed as activators. U87-MG GRP78 promoter luciferase reporter, 16 h. AID 602332, 2012. actives 0.02% (n = 420,000); further: potency means the concentration at half of the fitted maximal effect; series mostly up to about 76 µM; % of control where 0% means no effect; nearly all actives have a fitted effect of over 35% in size
#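 ERSR induction read as luciferase luminescence (Bright-Glo, 10 min at room temperature) in stably transfected human U87-MG glioma cells exposed to compounds for 16 h, using GRP78 as sensor.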
# RXFP1 antagonist – qHTS Assay for Antagonists of the Relaxin Receptor RXFP1; activity change, negative = inhibition, % at 57.5 µM; Relaxin receptor 1 (Homo sapiens), Q9HBX9; HEK293-RXFP1, relaxin-stimulated cAMP HTRF, 30 min; hits give low values; actives 0.59% (n = 350,000);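 active means activity change of -60% or lower, but not beyond a set lower limit; inconclusive means change between -60% and -40%, or beyond the set limit; inactive means change above -40%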; further: on the % scale 0 is the no-effect control and ±100 the full control effect
# Target sequence (Q9HBX9 whole entry, looked up): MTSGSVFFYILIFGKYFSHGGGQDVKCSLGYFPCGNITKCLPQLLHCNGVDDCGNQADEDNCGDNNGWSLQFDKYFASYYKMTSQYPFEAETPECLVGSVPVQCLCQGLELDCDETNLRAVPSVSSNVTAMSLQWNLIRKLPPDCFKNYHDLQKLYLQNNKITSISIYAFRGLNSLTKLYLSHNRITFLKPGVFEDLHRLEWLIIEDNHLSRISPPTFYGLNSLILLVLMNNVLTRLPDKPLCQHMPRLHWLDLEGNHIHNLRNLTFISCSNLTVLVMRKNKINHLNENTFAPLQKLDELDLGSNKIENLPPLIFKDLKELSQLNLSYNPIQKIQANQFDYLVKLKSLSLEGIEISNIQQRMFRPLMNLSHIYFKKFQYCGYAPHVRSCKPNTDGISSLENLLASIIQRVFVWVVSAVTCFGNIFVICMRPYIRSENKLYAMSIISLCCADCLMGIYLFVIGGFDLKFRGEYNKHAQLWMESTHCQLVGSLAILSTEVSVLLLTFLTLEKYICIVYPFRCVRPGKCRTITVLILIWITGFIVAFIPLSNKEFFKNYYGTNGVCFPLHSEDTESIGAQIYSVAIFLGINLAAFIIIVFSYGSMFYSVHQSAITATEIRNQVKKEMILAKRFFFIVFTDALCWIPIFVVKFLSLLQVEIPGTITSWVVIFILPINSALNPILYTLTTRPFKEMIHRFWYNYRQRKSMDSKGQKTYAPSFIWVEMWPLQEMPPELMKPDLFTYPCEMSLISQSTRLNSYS
# D1 ag – Allosteric Agonists of the Human D1 Dopamine Receptor: qHTS; AID 504660, 2011; activation, % at 2 µM; actives 1% (n = 360,000); HEK293 T-REx D1 cells, calcium flux, agonist mode; in the data active means activation above about 30%; further: 0% is about no effect
#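 Agonism was scored from calcium flux recorded over 180 s (1 read/s) after pintool compound addition, following a 10-cycle baseline. Cells were inducible force-coupled HEK293 TREx D1, plated overnight at 30 C and loaded with no-wash calcium dye.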
# D1 PAM – Potentiators of Human D1 Dopamine Receptor: qHTS. HEK293 TREx D1 cells, calcium flux, dopamine EC20 potentiation. actives 0.036% (n = 360,000). potentiation, % at 10 µM. D(1A) dopamine receptor (Homo sapiens), P21728; in the data active means potentiation above about 30%; further: 0% is about no effect
# D1 antagonist – Antagonist of Human D 1 Dopamine Receptor: qHTS; D(1A) dopamine receptor (Homo sapiens), P21728; HEK293 TREx D1 cells, calcium flux, dopamine EC80; hits give low values; actives 3.2% (n = 360,000); activity change, negative = inhibition, % at 10 µM; AID 504652, 2011; in the data active means activity change below about -30%; further: on the % scale 0 is the no-effect control and ±100 the full control effect
#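 Inducible Hek293 Trex D1 cells (tetracycline, overnight, 30 C). Calcium dye 30–90 min RT. Antagonist mode: EC80 dopamine added after 180 s compound read.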
# RXFP1 agonist – qHTS Assay for Agonists of the Relaxin Receptor RXFP1; Relaxin receptor 1 (Homo sapiens), Q9HBX9; HEK293T-RXFP1 cAMP TR-FRET, 30 min; response scale: percent of porcine relaxin response, buffer zero; Potency, µM (doses to about 57.5 µM), for the others: top-dose activation, most hits filed as activators; actives 0.3% (n = 370,000); AID 2676, 2010; further: potency means the concentration at half of the fitted maximal effect; on the % scale 0 is the no-effect control and ±100 the full control effect; nearly all actives have a fitted effect of over 60% in size; many of its hits are not listed in these tables
#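 cAMP rise read by TR-FRET after 30 min, 37C compound exposure (up to 58 uM) in RXFP1-transfected HEK293 cells with Ro 20174 present. EC50 from Hill-equation fits, with 29 nM porcine relaxin as 100% and buffer as basal.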
# An asterisk follows results filed as active; ? = inconclusive; · = not tested or not shown. Unless noted, the call rests on the fitted dose curve; in most records, active means well fitted curve in the direction sought with a large enough effect; inconclusive means small, poorly fitted or top-dose-only effect, or another doubt; inactive means no such curve, though single readings can be large; an effect the other way counts as inactive or inconclusive. Some of the compounds tested; rates above refer to the full screens.
molecule,RXFP1 antagonist,Vif-A3F inh,Vif-APOBEC3G blk,D1 antagonist,D1 PAM,RXFP1 agonist,D1 ag,D2 potentiator,GRP78 ERSR act
CCOc1ccc(C(=O)CCC(=O)N2CCN(c3ncccn3)CC2)cc1,3,-9%,-5%,-2,3,-0.2%,3,14,-2%
O=C(NCCC1=CCCCC1)C1CCN(C(=O)Nc2ccccc2)CC1,-21,1%,1%,9,-3,0.2%,-4,26,-4%
N#Cc1nc(COc2ccccc2)oc1N1CCCCC1,-17,1%,-1%,-2,2,1.9%,3,13,3%
O=C(COC(=O)CCCOc1ccc(Cl)cc1Cl)NCc1ccccc1,·,8%,2%,-37*,-4,-0.7%,7,-31,-11%
CC(=O)NCc1ccc(C(=O)CCl)s1,3,2%,-25%,10,0,2.9%,3,·,-17%
CCc1c(C)nc2ncnn2c1N1CCC(C(=O)N2CCN(c3ccccc3)CC2)CC1,·,·,·,11,2,1.5%,0,21,·
COc1ccc(S(=O)(=O)N2CCOCC2)cc1NC(=O)CN1CCC(Cc2ccccc2)CC1,-8,-4%,2%,3,-10,4.4%,1,-8,-6%
NC1=NC(=O)C(CC(=O)NCc2ccccc2)S1 (configuration not stated),-2,-9%,2%,5,-2,0.8%,4,6,-2%
Cc1noc(C)c1S(=O)(=O)NCC(=O)O,5,5%,3%,-21,-3,0.1%,2,-2,-1%
CN(Cc1ccccc1)C(=O)COC(=O)C1CCN(S(=O)(=O)c2ccc3c(c2)OCCO3)CC1,-18,1%,0%,-22,-7,2.0%,-1,4,-1%
CCOc1ccc(CN2CCN(Cc3c[nH]c4ccccc34)CC2)cc1,-15,1%,4%,5,-6,-2.8%,33*,8,-4%
CCC1(c2ccccc2)NC(=O)N(CC(=O)Nc2ccc(S(=O)(=O)Nc3ncccn3)cc2)C1=O (configuration not stated),7,7%,0%,-19,4,1.1%,0,8,-5%
Cc1ccc(OCCC(=O)OCC(=O)Nc2ccc3c(c2)OCO3)cc1,-6,0%,-2%,-64*,-6,-1.1%,4,-5,-2%
Cc1nc(C(C)N(C)Cc2nc(-c3ccc4c(c3)OCO4)no2)c(C)s1 (configuration not stated),-15,4%,5%,-9,1,-2.0%,11,·,2%
COc1ccc(NC(=O)NC(=O)c2cc(OCC(F)(F)F)ccc2OCC(F)(F)F)cc1,-25,-5%,-7%,-6,1,1.1%,10,5,-1%
COC(=O)c1cc2c(C)cc3ccc(C)cn3c-2c1C(=O)OC,27,-1%,-7%,5,2,25%,0,-4,-3%
O=C(C1CCCCC1)N(Cc1nc2sc3c(c2c(=O)[nH]1)CCCC3)Cc1cccs1,-22,1%,-4%,-1,1,0.7%,0,2,-1%
Cc1ccccc1-c1nnc(SCc2ccccc2)o1,-21,3%,0%,-9,8,0.6%,9,3,12%
Cc1ccc(C(C(=O)NC(C)(C)C)N(C(=O)CCC(=O)Nc2ccccn2)c2ccccc2F)cc1 (configuration not stated),-7,-7%,-5%,-4,3,-0.2%,6,-1,-4%
C/C(=C\C(=O)c1ccc(Cl)cc1Cl)N(C)C,-17,?,6%,2,-1,-1.9%,0,5,-1%
CSc1nc(C)cc(Nc2c(C)cc(C)cc2C)n1,-22,4%,3%,-17,-2,1.3%,4,13,-3%
Cc1ccc2c(c1)nnn2C1CCN(CC(=O)N2c3ccccc3CC2C)CC1 (configuration not stated),2,-11%,1%,10,-4,-1.6%,2,-18,-2%
CCOC(=O)N/N=C/C=C/c1ccccc1[N+](=O)[O-],-29,-3%,-5%,4,5,0.0%,6,7,0%
N#Cc1c(NC(=O)CSc2ncn[nH]2)sc2c1CCCCC2,27,-1%,-22%,-13,-5,0.3%,8,-8,-13%
O=C(C1=C(O)C(=O)N(CC2CCCO2)C1c1ccc(Cl)cc1Cl)c1ccco1 (configuration not stated),36,1%,-10%,-13,-7,?,3,-8,-4%
COc1cc(NS(=O)(=O)c2ccc(NC(=O)c3cccc(F)c3)cc2)nc(OC)n1,·,2%,-7%,-17,2,0.6%,1,2,-2%
Cc1ccc(Cl)cc1NC(=O)Nc1nnc(N2CCCC(C)C2)s1 (configuration not stated),-8,-1%,3%,-19,-1,3.2%,2,·,-2%
COc1cc(C)c(C(=O)Oc2cc(C)c(C(=O)O)c(O)c2C)c(O)c1C(=O)O,3,2%,-4%,6,3,0.5%,1,·,-2%
COc1ccc2c(=O)cc(-c3ccccc3)n(C)c2c1,3,-5%,0%,-19,-1,1.1%,0,-12,11%
COc1ccc2oc(C(=O)OCC(=O)N(CCC#N)c3ccccc3)c(C)c2c1,-18,-16%,0%,-3,0,0.2%,7,-6,-3%
CCOc1ccccc1NC(=S)NC(=O)CCc1ccccc1,4,-18%,2%,-17,0,0.2%,0,14,1%
CCN(Cc1ccccc1)S(=O)(=O)c1ccc(F)c(C(=O)Nc2cc(C)ccc2OC)c1,-3,-4%,-1%,-12,-2,-0.7%,4,-17,-4%
Cc1ccc(S(=O)(=O)N2CCCCC2)cc1NC(=O)CNc1ccccc1N1CCCC1=O,0,7%,0%,-6,-2,-0.5%,3,-7,-5%
COC(=O)c1ccc(N=NN2CCOCC2)cc1,-2,-5%,-4%,-5,-6,0.1%,5,3,0%
CCc1ccccc1NC(=O)CSc1ncc2c(n1)-c1ccccc1N(C)S2(=O)=O,-9,-10%,-1%,27,-2,1.7%,5,6,-3%
O=C(Nc1cc(Cl)ccc1Cl)c1cc(S(=O)(=O)N2CCCc3ccccc32)ccc1F,-2,-74%,-5%,-6,0,2.8%,1,5,0%
CCCn1c2c(c(O)c(C(=O)Nc3nccs3)c1=O)CCCC2,-26,5%,-1%,2,3,-0.1%,2,4,-4%
CC(=O)Nc1ccc(Cl)c(-c2nc3ncccc3o2)c1,2,-17%,-2%,6,1,6.9%,0,4,-2%
C/C(=N\NC(=O)C1CCCN(S(=O)(=O)c2ccccc2)C1)c1cccnc1 (configuration not stated),-7,-6%,-2%,-3,-6,2.9%,2,15,-2%
COc1ccc(NC(=O)CSc2oc(-c3ccco3)nc2S(=O)(=O)c2ccc(Br)cc2)c(OC)c1,-12,2%,-5%,6,0,-2.1%,2,8,1%

# Reprinted from the entries so far (two entries):
molecule,RXFP1 antagonist,Vif-A3F inh,Vif-APOBEC3G blk,D1 antagonist,D1 PAM,RXFP1 agonist,D1 ag,D2 potentiator,GRP78 ERSR act
Cc1ccc(S(=O)(=O)N2CCCCC2)cc1NC(=O)CNc1ccccc1N1CCCC1=O,0,7%,0%,-6,-2,-0.5%,3,-7,-5%
COC(=O)c1ccc(N=NN2CCOCC2)cc1,-2,-5%,-4%,-5,-6,0.1%,5,3,0%

# (listing goes on)
molecule,RXFP1 antagonist,Vif-A3F inh,Vif-APOBEC3G blk,D1 antagonist,D1 PAM,RXFP1 agonist,D1 ag,D2 potentiator,GRP78 ERSR act
CCn1cc(C2=NC(CC(C)C)CO2)c2ccccc21 (configuration not stated),-13,-29%,-1%,-8,-9,1.3%,7,-24,7%
c1ccc(Cn2nnc(-c3ccccc3)n2)cc1,-4,-4%,-5%,21,-3,2.7%,-1,-12,-4%
CSc1nsc(SC)c1C(=O)N1CCN(S(=O)(=O)c2ccc(C)cc2)C1C (configuration not stated),2,·,-1%,-12,-2,3.8%,3,0,-3%
COc1ccc(Cn2ccnc2SCC(=O)Nc2ccc3c(c2)OCO3)cc1,-2,-9%,8%,3,-3,0.5%,0,2,-2%
COc1ccccc1C1(CC(=O)O)CCOC(C)(C)C1 (configuration not stated),·,4%,-3%,5,-4,1.5%,4,5,-4%
COc1cccc(C2(c3cccc(OC)c3)CC2C(=O)Nc2ccccc2Cl)c1 (configuration not stated),-7,-15%,-5%,2,4,1.4%,4,-12,-1%
CC(=O)Nc1cc2nn(-c3ccccc3)nc2cc1C,1,1%,-5%,3,-9,4.7%,1,16,-10%
CS(=O)(=O)N1CCN(CC(=O)NC2CCCC2)CC1,-4,6%,-1%,-2,-6,0.7%,3,4,-3%
O=C(CSc1ncnc2c1oc1ccccc12)Nc1cccc(C(F)(F)F)c1,·,-3%,-6%,-22,-4,24%,8,·,-6%
COc1cc(CN2CCN(Cc3cn(C)c4ccccc34)CC2CCO)cc(OC)c1 (configuration not stated),1,-2%,-1%,5,-8,1.2%,17,-15,-4%
CCOc1cccc(C(=O)Nc2ccc3[nH]ncc3c2)c1,2,7%,-1%,-32*,-6,-0.2%,-4,12,-3%
CN(CCOc1ccc(Cl)cc1)C(=O)c1ccc(S(=O)(=O)N2CCOCC2)cc1,-40,4%,-3%,-39*,-1,-3.7%,22,2,-6%
Cc1cc(C)c(S(=O)(=O)NCCCn2ccnc2)c(C)c1,-3,1%,-7%,-9,-5,0.9%,3,7,-5%
COc1ccc(-c2cc(-c3nnc(COC(=O)C4CC4C)o3)c3ccccc3n2)cc1OC (configuration not stated),·,-19%,4%,-7,-4,-0.7%,13,5,-4%
CC(C)C(=O)Nc1c(O)c2ccccc2[nH]c1=O,-27,-7%,0%,5,3,3.1%,1,2,0%
CCC(Sc1nc(C)cc(C)n1)C(=O)O (configuration not stated),-9,-7%,1%,-5,-3,1.3%,1,3,-2%
Cc1ccc(S(=O)(=O)NCc2ccccc2)cc1C(=O)N1CCN(S(=O)(=O)c2ccccc2)CC1,-7,-1%,-8%,1,-8,-1.7%,2,·,-3%
O=C(COC(=O)Cc1ccc(S(=O)(=O)N2CCOCC2)s1)Nc1ccc(OC(F)F)cc1,-13,7%,2%,·,·,·,·,·,-1%
